# Assay outcomes as filed in PubChem.
# RORgamma inh: ROR gamma (mouse) transcription inhibition | 310,000 compounds, 5.4% hits | P51450 | Drosophila S2 Gal4-RORgamma UAS-luciferase reporter, 20 h | Potency, µM (series often up to 53.6 µM), inactives show at the top dose activity change, negative = inhibition, usual class: inhibitors; also: nearly all actives have a fitted effect of over 60% in size
#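 Drosophila S2 cells stably expressing Gal4-DBD/mouse RORγ fusion under metallothionein promoter plus UAS-luciferase; compound 1 h, then 700 uM CuSO4 induction for 20 h at ambient temperature; inhibition read as reduced luminescence.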
# Gal4-VP16 FLuc: counter-screen for ROR gamma inhibitors: Gal4-VP16 reporter. Drosophila S2 Gal4-VP16 UAS-luciferase, luminescence, 20 h. Potency, µM (series often up to 53.6 µM), for inactives: at the highest dose activity, negative = inhibition, hits mostly inhibitors. 310,000 compounds, 3.5% hits. AID 2546;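 also: Gal4-VP16 expression switched on by copper sulfate through the metallothionein promoter; nearly all actives have a fitted effect of over 50% in size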
# * = called active by the depositor; ? = inconclusive; & = joins results of further samples; [ ] = dose if it differs, or a comment. Calls follow the shape of the dose curve; as a rule, active = well fitted curve in the direction sought with a large enough effect; inconclusive = small, poorly fitted or top-dose-only effect, or another doubt; inactive = no such curve, though single readings can be large; an effect the other way counts as inactive or inconclusive. % is scaled to controls: 0 for no effect and ±100 for the full control effect; potency is read from the fitted curve at half-maximal effect.
SMILES	RORgamma inh	Gal4-VP16 FLuc
COC(=O)c1ccc(C(NC(=O)OCc2ccccc2)/C(=C/[C@@H](C)C(=O)NCC2CC2)c2cccnc2)cc1 (stereo partly drawn)	21%	-4%
CCCn1c(-c2ccc(F)cc2)nc2c(N3CCN(C)CC3)nc(C)nc21	-32%	4%
CC(C)(C)NC[C@@H](O)COc1ccccc1C1CCCC1	13%[2.98 µM]	-4%[17 µM]
O=C(O)COc1nn(Cc2ccccc2)c2ccccc12	17%	5%
CCC(=O)[C@@]1(O)C(=O)N2C(=C3C(=O)OCCC31)N(Cc1ccccc1)C(C)=C(C(=O)OC)C2c1ccccc1 (stereo partly drawn)	6%[10 µM]	-5%[10 µM]
CN(C)c1ccc(-c2nc(NCc3cccnc3)c3ccccc3n2)cc1	?	14µM*
COC(=O)CCN(Cc1ccco1)S(=O)(=O)c1ccc(F)cc1Br	-23%	18%
O=c1cnc2cnc(N3CCNCC3)nc2n1C1CC1	17%	-7%
CCCn1c(=O)c2[nH]c(-c3ccccc3)nc2n(CCC)c1=O	?	7%
CC(C)C[C@@H](CC(=O)N[C@@H](CCC(=O)O)CC(=O)O)NC(=O)[C@@H]1CCCC[C@H]1NC(=O)C[C@@H](NC(=O)C[C@H](Cc1ccccc1)NC(=O)[C@@H]1CCCC[C@H]1N)C(C)C	3%	8%
Cc1nc2cncnc2n(Cc2ccccc2Cl)c1=O	-20%	1%
CCCCC#CC1C=CC(Oc2cc(OC)c(OC)c(OC)c2)C(COC(=O)OCC)O1 (stereo not drawn)	32%[10 µM]	-5%[10 µM]

# 11 structures from above, sorted by formula weight, descending:
SMILES	RORgamma inh	Gal4-VP16 FLuc
CCC(=O)[C@@]1(O)C(=O)N2C(=C3C(=O)OCCC31)N(Cc1ccccc1)C(C)=C(C(=O)OC)C2c1ccccc1 (stereo partly drawn)	6%[10 µM]	-5%[10 µM]
COC(=O)c1ccc(C(NC(=O)OCc2ccccc2)/C(=C/[C@@H](C)C(=O)NCC2CC2)c2cccnc2)cc1 (stereo partly drawn)	21%	-4%
CCCCC#CC1C=CC(Oc2cc(OC)c(OC)c(OC)c2)C(COC(=O)OCC)O1 (stereo not drawn)	32%[10 µM]	-5%[10 µM]
COC(=O)CCN(Cc1ccco1)S(=O)(=O)c1ccc(F)cc1Br	-23%	18%
CCCn1c(-c2ccc(F)cc2)nc2c(N3CCN(C)CC3)nc(C)nc21	-32%	4%
CN(C)c1ccc(-c2nc(NCc3cccnc3)c3ccccc3n2)cc1	?	14µM*
CCCn1c(=O)c2[nH]c(-c3ccccc3)nc2n(CCC)c1=O	?	7%
CC(C)(C)NC[C@@H](O)COc1ccccc1C1CCCC1	13%[2.98 µM]	-4%[17 µM]
Cc1nc2cncnc2n(Cc2ccccc2Cl)c1=O	-20%	1%
O=C(O)COc1nn(Cc2ccccc2)c2ccccc12	17%	5%
O=c1cnc2cnc(N3CCNCC3)nc2n1C1CC1	17%	-7%

# Additional structures:
SMILES	RORgamma inh	Gal4-VP16 FLuc
CC1CCC2C(=O)OC(CO)CN2C1c1ccc(Br)cc1 (stereo not drawn)	12%[10 µM]	-4%[10 µM]
C#C[C@]1(OC(C)=O)CC[C@H]2[C@@H]3CCC4=C[C@@H](OC(C)=O)CC[C@@H]4[C@H]3CC[C@@]21C	-26%[10 µM]	?
COc1ccc(C(=O)N2CCC3(CCN(C(=O)Nc4cccc(C#N)c4)CC3)CC2)cc1	31%	-4%
CSCC[C@H](C=O)NC(=O)[C@H](CC(C)C)NC(=O)[C@H](CC(C)C)NC(C)=O	11µM*	-2%
COc1cccc([C@H]2Oc3ccc(OC)cc3/C(=N\OCC[C@@H]3C=C[C@H](OC(C)=O)[C@H](COC(C)=O)O3)[C@@H]2O)c1	-6%[10 µM]	-5%[10 µM]
COc1ccc(-n2c(=O)c(CCc3ccccc3)nc3cnc(N4CCN(C)CC4)nc32)cc1	2%	-5%
CCN(c1ccccc1)c1cc(NC)[n+](C)c(C)n1	19%	-2%
CCCCNC(=O)NS(=O)(=O)c1ccc(N)cc1	-8%	0%
C[C@@H]1O[C@H](O[C@@H]2\C=C/C=C\C=C/C=C\C[C@H](C)OC(=O)/C=C\[C@H]3O[C@@H]3C[C@H](O)C[C@]3(O)C[C@@H](O)[C@@H](C(=O)O)[C@H](C2)O3)[C@@H](O)[C@H](N)[C@@H]1O (stereo in doubt)	-8%[16.9 µM]	8%[17 µM]
CNc1ncnc2ccc(-c3cccc(NS(C)(=O)=O)c3)cc12	?	1%
N#Cc1cccc(-c2cncnc2NCc2cccnc2)c1	28%	3%
CCCCCCCCCCCCCCCC(=O)NCC(=O)O	17%	1%
O=S1(=O)C2CC3C=CC2(CN1Cc1cccc(F)c1)O3 (stereo not drawn)	-18%	11%
Nc1nc2ncc(=O)[nH]c2c(=O)[nH]1	-4%	-2%
O=C1[O][Bi][O]c2ccccc21	-16%[10 µM]	3%
CCC1CC=CC2C1C(=O)N(Cc1ccccc1)C2c1ccc(C(F)(F)F)cc1 (stereo not drawn)	23%	?
O=c1c(-c2ccccc2)nc2cncnc2n1-c1ccccc1	-13%	1%
COC(=O)/C=C/C1c2ccccc2C(OC)C1C (stereo not drawn)	25%[10 µM]	-3%[10 µM]
C=CC(C1=CC(=O)C(OC)=CC1=O)c1ccc(OC)cc1 (stereo not drawn)	-72%	-27%
O=C(c1cc(C(F)(F)F)cc(C(F)(F)F)c1)N1CCC2(CCCN(c3ccccn3)C2)CC1	?	13µM*
CSCC[C@H](NC(=O)[C@@H]1CCCN1C(=O)[C@H](CCCN=C(N)N)NC(=O)[C@H](CC(C)C)NC(=O)[C@@H]1CCCN1C(=O)[C@@H](NC(=O)[C@@H](N)CCC(N)=O)C(C)C)C(=O)N[C@H](C(=O)N[C@@H](Cc1ccc(O)cc1)C(=O)N[C@@H](CCCCN)C(=O)O)[C@@H](C)O	-21%	-5%
CCCn1c(C)nc2c(NCCCCN(C)C)nc(C)nc21	-2%	7%
C[C@](O)(C(=O)Nc1ccc(S(=O)(=O)c2ccccc2)cc1)C(F)(F)F	22%	1%
CCCn1c(-c2ccc(F)cc2)nc2c(NCCCCN(CC)CC)nc(C)nc21	-17%	-5%
CCOC(=O)OCC1OC(c2cc(C)cc(C)c2)C=CC1OC(=O)OCC (stereo not drawn)	1%[10 µM]	-5%[10 µM]
CC1(C)C[C@@H]2C(=O)CCC3O[C@@]3(C)CCC21 (stereo partly drawn)	0%	5%
N#Cc1cccc(-c2ccc3ncnc(NC4CCNCC4)c3c2)c1	8%	0%
COc1ccc([C@@H](C)C(=O)c2ccc(O)cc2O)cc1	-4%	0%
CCCCC/C=C\C/C=C\C/C=C\C/C=C\CCCC(=O)O[C@@H](CO)COCCCCCCCCCCCCCCCC	-4%	-16%
COc1cc2ccc(=O)oc2c(OC)c1OC	-14%	-2%
CC(C)OC(=O)c1cn(Cc2c(F)cccc2F)c2sc(-c3ccc(NC(=O)C(C)C)cc3)c(CN(C)Cc3ccccc3)c2c1=O	-28%	-20%
N[C@@H](C(=O)O)c1ccc(O)c(C(=O)O)c1	18%&7%	-8%&-1%
N#Cc1ccc2c(c1)N(CCCN1CCC(O)CC1)c1ccccc1S2	3%	-1%
CC1(C)CC2C1CC[C@]1(C)CCC3C(C(=O)O)CC(=O)O[C@]32C1 (stereo partly drawn)	-4%	2%
CCc1cccc2cc(C(O)CNC(C)(C)C)oc12 (stereo not drawn)	8%	-2%
O=P1(O)Oc2c(c(-c3ccccc3)cc3ccccc23)-c2c(-c3ccccc3)cc3ccccc3c2O1	-11%	-10%
Fc1ccc(Nc2nc(-c3ccoc3)nc3ccccc23)cc1	?	-4%
C/C=C1\COC(C(=O)NCCN2CCOCC2)(C(F)(F)F)C=C1C=C1CCCCC1 (stereo not drawn)	-25%	-19%
COc1ccccc1CN1CC[C@@]2(CCCN(C(=O)c3ccncc3)C2)C1	-29%	3%
CO[C@H]1C[C@@H](O[C@@H]2[C@H](C)[C@H](O[C@@H]3O[C@@H](C)C[C@@H](N(C)C)[C@@H]3O)[C@H](C)C[C@]3(CO3)C(=O)[C@H](C)[C@H](O)[C@H](C)[C@H](C)OC(=O)[C@@H]2C)O[C@@H](C)[C@H]1O	9%[2.98 µM]	-1%[17 µM]
C=CC[C@@H]1C=C[C@H](ON=C(C)C)[C@H](CO)O1	-8%[10 µM]	-8%[10 µM]
Fc1ccc(Nc2ncncc2-c2ccoc2)cc1	-1%	-1%
CC(=O)OC1CCC2(C)C3CCC4(C)C(CC5CCCCC54C(C)=O)C3CC(=O)[C@@]2(O)C1 (stereo partly drawn)	-16%	2%
Cc1nc2cnc(N3CCNCC3)nc2n(CCc2ccccc2)c1=O	5%	-7%
N[C@H](Cn1ccc(=O)c(O)c1)C(=O)O	18%	1%
COc1ccc(Oc2ncc3nc(-c4ccccc4)c(=O)n(C[C@H]4CCCO4)c3n2)cc1	10%	-13%
COc1ccc(C(=O)N2CCC3(CC2)CN(C(=O)Nc2cccc(C#N)c2)C3)cc1	2%	-9%
O=C(c1cnccn1)N1CCC2(CC1)CN(Cc1cc(C(F)(F)F)cc(C(F)(F)F)c1)C2	6%	0%
COc1c(-c2coc3cc4c(cc3c2=O)CC(OC(C)=O)C(C)(C)O4)ccc2c1C=CC(C)(C)O2 (stereo not drawn)	2.5µM*	1.3µM*
OB(O)O	-13%[10 µM]	6%&9%
O=S(=O)(Nc1cccc2cccnc12)c1ccc(Br)s1	0.56µM*	1.1µM*
COc1cccc(-c2ccc3ncnc(NC4CC4)c3c2)c1	3%	?
Cc1cnc(CNc2ccnc(-c3cccc(NS(C)(=O)=O)c3)n2)cn1	1%	-10%
COc1ccc(Oc2ncc3ncc(=O)n(CCC#N)c3n2)cc1	-1%	8%
CC(C)(C)N1C(=O)[C@@H]2[C@H]3C(=CC[C@H]2C1=O)C(=O)[C@H]1O[C@H]1[C@H]3O	1.4µM*	?
CS(=O)(=O)Nc1cccc(-c2cncnc2-n2ccnc2)c1	-12%	-7%
COc1ccccc1-c1nc(N(C)C)c2ccccc2n1	-16%	?
CCCC[C@@H]1C[C@H]1C(NC(=O)c1ccco1)c1ccccc1C(F)(F)F (stereo partly drawn)	29%	-13%
CC(C)C[C@@H](CC(=O)N[C@@H](CCC(=O)O)CC(=O)O)NC(=O)[C@@H]1CCCC[C@H]1NC(=O)C[C@@H](NC(=O)C[C@H](Cc1c[nH]c2ccccc12)NC(=O)[C@@H]1CCCC[C@H]1N)C(C)C	-2%	5%
CC1=C(C(=O)O)N2C(=O)C(NC(=O)C(N)C3=CCC=CC3)C2SC1 (stereo not drawn)	29%	6%

# Carrying on.
SMILES	RORgamma inh	Gal4-VP16 FLuc
CC(C)=CCC[C@](C)(O[C@@H]1O[C@H](CO)[C@@H](O)[C@H](O)[C@H]1O)[C@H]1CC[C@]2(C)[C@@H]1[C@H](O)C[C@@H]1[C@@]3(C)CC[C@H](O[C@@H]4O[C@H](CO)[C@@H](O)[C@H](O)[C@H]4O[C@@H]4O[C@H](CO)[C@@H](O)[C@H](O)[C@H]4O)C(C)(C)[C@@H]3[C@@H](O)C[C@]12C	19%	2%
CNc1ncncc1-c1ccccc1C(F)(F)F	-10%	-2%
C[C@@H](C(=O)O)c1ccc(C(=O)c2ccccc2)s1	13%[2.98 µM]	-3%[17 µM]
Cc1cccc(C)c1NC(=O)[C@H](C)N	8%[2.98 µM]	3%[17 µM]
COc1cc(C2CC(=O)Oc3ccc(O)cc32)cc(OC)c1OC (stereo not drawn)	5%	-11%
CC[C@H](C)C(=O)O[C@@H]1C[C@H](C)C=C2C=C[C@H](C)[C@@H](CC[C@H]3C[C@@H](O)CC(=O)O3)[C@H]21	16%[16.9 µM]	2%[17 µM]
COc1ccc(-n2c(=O)c(C)nc3cnc(N4CCNCC4)nc32)cc1	-24%	-6%
CC(=O)OC[C@H]1O[C@@H](O/N=C\[C@@H](C)[C@H](OCc2ccccc2)C(C)C)[C@H](OC(C)=O)[C@@H](OC(C)=O)[C@H]1OC(C)=O	12%[10 µM]	-1%[10 µM]
Cc1nc2cnc(N3CCOCC3)nc2n(CCC#N)c1=O	0%	-5%
COc1ccc(C(=O)N2CCC3(CCCN(Cc4nccs4)C3)CC2)cc1	23%	6%
Cc1c(F)c(N2CCNC(C)C2)cc2c1c(=O)c(C(=O)O)cn2C1CC1 (stereo not drawn)	8%	1%
CS(=O)(=O)N1CCC2(CC1)CN(Cc1nccs1)C2	-7%	-2%
COC(=O)C1=C[C@@H](C(=O)OC)[C@@H]2C3=C(C(=O)C2(C)C)[C@H](C)n2c(=O)n(C)c(=O)n2[C@@H]3C1	-1%	-7%
COc1ccc(Oc2ncc3nc(-c4cc(F)cc(F)c4)c(=O)n(C4CC4)c3n2)cc1	19%	4%
CC(=O)N1CCC[C@@]2(CCN(c3ncccn3)C2)C1	32%	-13%

# Only part of the results is shown, so the mix of outcomes need not match the whole.
